# Screening results (PubChem BioAssay)
# GLS inhibitor: inhibitors of human glutaminase (GLS). O94925. GLS enzymatic activity, qHTS titration. Potency, µM (top dose mostly 45.5 µM), for inactives: at the highest dose activity change, negative = inhibition, actives largely listed as inhibitors. 410,000 compounds, 0.21% hits. AID 624170; also: % is scaled to controls: 0 for no effect and ±100 for the full control effect
# Target sequence (O94925 whole entry, looked up): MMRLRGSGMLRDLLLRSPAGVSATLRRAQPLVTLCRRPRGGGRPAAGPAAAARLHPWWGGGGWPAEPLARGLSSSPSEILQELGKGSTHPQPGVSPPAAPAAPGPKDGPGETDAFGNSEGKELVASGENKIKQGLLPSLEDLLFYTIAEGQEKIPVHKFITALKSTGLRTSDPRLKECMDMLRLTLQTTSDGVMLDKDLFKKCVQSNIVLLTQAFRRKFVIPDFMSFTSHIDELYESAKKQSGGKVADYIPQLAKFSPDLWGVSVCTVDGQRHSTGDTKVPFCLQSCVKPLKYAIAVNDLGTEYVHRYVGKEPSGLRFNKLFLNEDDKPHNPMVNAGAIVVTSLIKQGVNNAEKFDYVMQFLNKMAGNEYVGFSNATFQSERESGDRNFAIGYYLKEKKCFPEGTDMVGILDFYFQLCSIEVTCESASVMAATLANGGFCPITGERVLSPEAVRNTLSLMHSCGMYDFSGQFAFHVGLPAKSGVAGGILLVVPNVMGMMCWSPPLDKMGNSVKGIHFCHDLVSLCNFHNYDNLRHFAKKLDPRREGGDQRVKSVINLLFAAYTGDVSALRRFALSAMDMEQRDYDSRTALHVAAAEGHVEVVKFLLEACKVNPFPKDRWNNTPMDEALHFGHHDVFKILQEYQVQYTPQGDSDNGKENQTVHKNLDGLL
#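 Read-out is an Amplex red fluorescence increase coupled through glutamate oxidase and HRP, measured before and after 30 min room-temperature incubation. hKGA is in 45 mM KH2PO4 (pH 8.2) with 0.02% Tween-20; glutamine added as 1mM solution.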
# BAZ2B block: BAZ2B (human) inhibition | Potency, µM (titrated, usually from 114 µM), without a hit: at the top dose activity change, negative = inhibition, most hits filed as inhibitors | Q9UIF8 | AID 504333 | AlphaScreen BAZ2B-H3K14Ac peptide displacement | 360,000 compounds, 4.4% hits; also: % is scaled to controls: 0 for no effect and ±100 for the full control effect; nearly all actives have a fitted effect of over 60% in size
#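 Protein-peptide AlphaScreen: BAZ2B 50 nM, b-H3K14Ac 50 nM, 1x PBS pH 7.4 + 0.01% Tween-20. Preincubation 30 min RT; cpd 30 min RT (top 110 uM); beads 20 min RT, light-protected.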
# PGK inhibitor: inhibitors of T. brucei phosphoglycerate kinase; Potency, µM (doses to about 57.5 µM), inactives show at the highest dose activity change, negative = inhibition, actives largely listed as inhibitors; P07378; AID 602233; 380,000 compounds, 0.043% hits; PGK/GAPDH coupled, Kinase-Glo luminescence, 60 min; also: % is scaled to controls: 0 for no effect and ±100 for the full control effect; nearly all actives have a fitted effect of over 60% in size
#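 Recombinant glycosomal PGK reaction used 1,3-bisphosphoglycerate generated in-well by GAPDH (100nM final) in 100mM TEA pH 7.6, 5mM MgCl2, 0.01% Tween-20. After 60 minutes at room temperature, ATP was read by Kinase-Glo Plus luminescence end-point.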
# HP1b binding inh: blocks HP1-beta chromodomain binding to methylated histone tails. AlphaScreen HP1-beta / biotin-H3K9me3 peptide binding. Potency, µM (top dose mostly 114 µM), inactives show at the highest dose activity change, negative = inhibition, most hits filed as inhibitors. 390,000 compounds, 0.56% hits. AID 540317; also: nearly all actives have a fitted effect of over 70% in size; inactives centre near 23
#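 Compound inhibition of the preformed complex between 50 nM HP1-beta and 50 nM biotinylated H3K9me3 peptide was read by AlphaScreen. Buffer was PBS pH 7.4 with 0.01% Tween-20. Incubations ran 30 min at room temperature, with 10 ug/mL donor/acceptor beads.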
# BLM inh: Bloom syndrome helicase (human) inhibition; Potency, µM (highest dose often 56.1 µM), without a hit: top-dose activity change, negative = inhibition, most hits filed as inhibitors; AID 2528; P54132; recombinant BLM DNA unwinding, fluorescence dequenching; 350,000 compounds, 0.2% hits;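 also: plate controls were vehicle for no effect and no enzyme for full effect; nearly all actives have a fitted effect of over 35% in size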
# Pin1 inhibitor: blocks the human prolyl isomerase Pin1; Q13526; Pin1 FP peptide displacement, HiFluor488, 10 min; Potency, µM (series often up to 115 µM), inactives show top-dose activity, negative = inhibition, hits mostly inhibitors; 390,000 compounds, 0.009% hits; active = well fitted inhibition curve with a large enough effect in the polarisation, with a control signal flat, not every such curve was filed as active; inconclusive = small, poorly fitted or top-dose-only effect, or effect the other way, or a change in a side signal; inactive = no such curve, though single readings can be large or run the other way; the % refers to the polarisation; also: % is scaled to controls: 0 for no effect and ±100 for the full control effect
# Target sequence (Q13526 whole entry, looked up): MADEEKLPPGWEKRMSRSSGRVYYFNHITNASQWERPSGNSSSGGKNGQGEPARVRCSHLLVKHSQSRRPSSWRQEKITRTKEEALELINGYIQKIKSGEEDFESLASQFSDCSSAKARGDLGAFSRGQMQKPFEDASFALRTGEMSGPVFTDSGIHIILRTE
# JMJD2A Tudor: JMJD2A Tudor domain (human) inhibition | O75164 | AlphaScreen JMJD2A-Tudor / H3K4me3 peptide binding | Potency, µM (titrated, usually from 114 µM), for inactives: at the highest dose activity change, negative = inhibition, most hits filed as inhibitors | 390,000 compounds, 4.4% hits; also: % is scaled to controls: 0 for no effect and ±100 for the full control effect; nearly all actives have a fitted effect of over 50% in size
# Pol iota inh: DNA polymerase iota (human) inhibition. Q9UNA4. Pol iota fluorescent replication assay, 10 min. Potency, µM (titrated, usually from 115 µM), without a hit: top-dose activity, negative = inhibition, most hits filed as inhibitors. 390,000 compounds, 1% hits
#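 Pol iota at 10 nM preincubated 15 min with compounds at room temperature; reaction started with fluorescent substrate, 50 nM final. Fluorescence read kinetically at 0 and 10 min; buffer-only wells as negative control.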
# G9a block: blocks human histone lysine methyltransferase G9a | Potency, µM (highest dose often 102 µM), inactives show at the top dose activity, negative = inhibition, most hits filed as inhibitors | G9a H3K9 monomethylation, AlphaScreen, 2 h | 350,000 compounds, 8.8% hits | AID 504332; also: % is scaled to controls: 0 for no effect and ±100 for the full control effect; nearly all actives have a fitted effect of over 75% in size
# Target sequence (Q96KQ7 913-1193 limits assumed): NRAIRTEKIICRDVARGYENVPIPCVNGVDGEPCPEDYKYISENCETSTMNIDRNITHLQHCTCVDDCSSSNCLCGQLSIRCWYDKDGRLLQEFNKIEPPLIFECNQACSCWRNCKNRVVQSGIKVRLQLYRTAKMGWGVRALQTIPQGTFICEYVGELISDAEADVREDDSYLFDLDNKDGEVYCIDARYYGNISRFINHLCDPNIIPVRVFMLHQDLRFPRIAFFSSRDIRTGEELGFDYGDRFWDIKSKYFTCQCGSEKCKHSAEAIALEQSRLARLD
#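 Readings reflect AlphaScreen signal from monomethyl-H3K9 antibody detection. HMT at 20 nM; substrate b-H3K9 500 nM; cofactor SAM 20 uM; 2 h RT reaction; compounds tested as titrations in qHTS with 15 min preincubation.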
# Numbers without * were called inactive; i = inactive; ? = inconclusive; · = no result given; & = joins results of further samples; [ ] = another dose, or the depositor's remark. Unless noted, calls follow the shape of the dose curve; as a rule, active = well fitted curve in the direction sought with a large enough effect; inconclusive = small, poorly fitted or top-dose-only effect, or another doubt; inactive = no such curve, though single readings can be large; an effect the other way counts as inactive or inconclusive. Potency is read from the fitted curve at half-maximal effect. This is a subset; the hit share may differ from the screen's.
Compound,GLS inhibitor,BAZ2B block,PGK inhibitor,HP1b binding inh,BLM inh,Pin1 inhibitor,JMJD2A Tudor,Pol iota inh,G9a block
CCOc1ccc(NC(=O)CSc2nncc(=O)[nH]2)cc1,-3%,0%,4%,41%[activator],3%,-3%,6%,1%,?
CN1CCN(c2sc(S(C)(=O)=O)nc2S(=O)(=O)c2ccc(Cl)cc2)CC1,0%,-8%,1%,64%[activator],3%,-8%,-13%,37%[activator],22%
CC(C)(C)NC(=O)c1cccc(NC(=O)CSc2ccccc2)c1,0%,6%,1%,25%,-1%,4%,-3%,?,-9%[59 µM]
CC(=O)N/C(=C\c1ccccc1)C(=O)OCC(=O)NC1CCS(=O)(=O)C1 (stereo not given),-3%,0%,-3%,19%,·,2%,-11%,23%,1%[59 µM]
CC(C)(C)NC(=O)/C(=C\c1ccco1)NC(=O)c1cccs1,45%[activator],12%,-4%,17%,1%,0%,-15%,21%,0%[59 µM]
COc1ccccc1NC(=O)CSc1n[nH]c(-c2ccccn2)n1,-3%,4.5µM*,9%,23%,-4%,-3%,3.5µM*,123%[activator],12%
CN(C(=O)CSc1nc2ccccc2n1CC(=O)N(C)C1CCCCC1)c1ccc(F)cc1,11%,-1%,-6%,-7%,-4%,?,-21%,-6%,-8%[59 µM]
N/C(=N\OC(=O)c1ccco1)c1cccc([N+](=O)[O-])c1,-5%,?,-8%,27%,-4%,5%,-20%[57.1 µM],98%[activator],18%[0.501 µM]
O=C(Nc1ccn(-c2ccccc2)n1)c1ccccc1Br,-11%,3%,·,27%,5%,0%,-18%,-25%,4%[59 µM]
Cc1ccc(NC(=O)CSc2ncn[nH]2)cc1,-11%,-4%,-2%,26%,-8%,3%,3%[57.1 µM],66%[activator],-7%
CCOc1ccc(-c2nnc(SCC(=O)NCCc3ccccc3)nc2-c2ccc(OCC)c(OC)c2)cc1OC,?,-21%,i,32%,-9%,1%,-20%,-1%,?
COc1ccc(CCNC(=O)C2CCN(S(=O)(=O)c3ccc4nc5c(c(C(=O)O)c4c3)CCCC5)CC2)cc1OC,-5%,-21%,-3%,16%,-5%,0%,-8%,6%,-10%[59 µM]
Cc1ccc2c(c1)N(CC(=O)OC(CC(C)C)C(=O)NC1CCCC1)C(=O)CO2 (stereo not given),-2%,33%[activator],-8%,26%,-11%,8%,-9%,-1%[58.9 µM],2%
COc1cc2ccccc2cc1C(=O)OCC(=O)NC1CCS(=O)(=O)C1 (stereo not given),-11%,-3%,-2%,50%[activator],0%,9%,-7%,82%[activator],8%
Cc1ccc(N2CC(C(=O)N3CCC(C(=O)Nc4nnc(C(C)(C)C)s4)CC3)CC2=O)cc1 (stereo not given),7%,-21%,-6%,-1%,-2%,-9%,-14%,30%,2%
c1ccc(-c2nc3nonc3c3nc4ccccc4n23)cc1,2%,-2%,-5%,29%,-11%,33%[activator],-11%,23%,-2%
C=CCn1c(=O)c(C(=O)NCc2ccc3c(c2)OCO3)c(O)c2ccccc21,1%,4%,i,43%[activator],-6%,8%,7%,122%[activator],72%[activator]
CCOC(=O)c1cnc2c(cnn2C)c1Cl,13%,4%,0%,26%,-1%,4%,3%,78%[activator],-3%
Cc1ccc(C(=O)N2CCCC(c3nc4c(nnn4Cc4ccccc4)c(=O)[nH]3)C2)cc1 (stereo not given),0%,-10%,13%,14%,-10%,-12%,-6%,-4%,0%[59 µM]
COC(=O)c1ccc(CN2[C@H](C(=O)OC)C[C@@]3(O)[C@@H](O)[C@@H](O)[C@@H](O)C[C@@H]23)cc1,2%,-1%,4%,42%[activator],3%&2%,-8%,1%,23%,?
CCCCN1C(=S)NC[C@@H]1C(C)CC (stereo not given in full),-4%,-12%,7%,43%[activator],-2%,-11%,-7%,45%[activator],5%[12.7 µM]
C=CCc1cccc2cc(C(=O)OCC)c(=O)oc12,3%,3%,i,26%,3%,-14%,17%,1%,20%
COc1ccccc1CN1CC(C(=O)N(C)Cc2ccncc2C)CCC1=O (stereo not given),1%,-5%,2%,29%,-6%,-2%,3%,24%,-3%
COC(=O)[C@@]1(Cc2ccc(F)cc2)[C@H]2c3cc(C(=O)N4CCCC4)n(CCCNc4ncc(C(F)(F)F)cc4Cl)c3C[C@H]2CN1C(=O)c1ccccc1,0%,-35%,-8%,4%,-12%&-11%,72%[activator],?,15%,32µM*
CCOc1ccc(C(=O)N2CCCC(c3nc(-c4ccc(C)o4)no3)C2)cc1 (stereo not given),5%,?,-3%,-9%,-6%,2%,-23%,68%[activator],17%
CCOC(=O)Cn1c(=O)oc2cc(S(=O)(=O)Nc3ccc(N(CC)CC)cc3C)ccc21,24%,?,6%,0%,-7%,0%,?,3%,40µM*
CC(CNc1nc2ccc(Cl)cc2n2cnnc12)c1ccccc1 (stereo not given),0%,4%,i,30%,-3%,13%,-3%,20%,14%
Cc1ccc(NC(=O)Nc2ccno2)cc1,1%,-9%,-6%,38%,-2%,5%,-7%,?,-4%
Cc1cccc(CN2CCN(CC(=O)NCc3ccc(F)cc3)C2=O)c1,2%,·,-5%,47%[activator],·,-11%,-7%,-9%,·
Cc1c(NC(=O)CN2CCC(C(N)=O)CC2)cccc1[N+](=O)[O-],-6%,0%,4%,67%[activator],0%,-3%,-7%,52%[activator],10%
Fc1ccc(-c2noc3ncnc(NCC4CCN(Cc5ccc(Cl)cc5)CC4)c23)cc1,1%,1%[57.1 µM],-6%,25%,1%,-5%,-24%,-3%,-25%[59 µM]
O=C1Nc2ccccc2Oc2cc(Oc3cccc(Cl)c3)ccc21,-27%,-30%,-9%,4%,-19%,?,-13%,13%,5%[59 µM]
COc1ccc(-c2cc3ccccc3oc2=O)cc1NC(=S)NC(=O)c1ccc2c(c1)OCCO2,-17%,-1%[57.1 µM],-9%,32%,-10%,?,-11%,26%,?
Cc1n[nH]c(=O)c2c(NC(=O)CSc3ccc(Br)cc3)oc(C)c12,-9%,6%,-5%,22%,·,-6%,-13%,4%,?
COc1ccc(C2=NN(C(=O)CSC3=NN4CCCC(=O)N=C4S3)C(c3cccc(OC)c3OC)C2)cc1 (stereo not given),-1%,-16%,i,12%,-2%,11%,?,-23%,4%
C#CCN(C(=O)c1cc(COc2cccc(C(F)(F)F)c2)on1)C1CCCCC1,-2%,1%,2%,99%[activator],-17%,26%,33%,16%,73%[activator]
CC1(C)CC(=O)C2=C(C1)NC(=O)CC2c1cc(F)ccc1F (stereo not given),-1%,1%,-2%,34%,-1%,3%,19%,-11%,3%[12.7 µM]
O=C(CCS(=O)(=O)c1ccc2c(c1)NC(=O)CS2)NCCc1ccccc1,1%,-14%[57.1 µM],7%,35%,1%,5%,-1%,-2%,17%
Cc1c(C(=O)N2CCC(C)CC2)oc2ccc(S(=O)(=O)N3CCC4(CC3)OCCO4)cc12,20%,-1%,·,10%,-1%,-14%,-20%,30%[activator],?
CC(Sc1nc(-c2ccccc2)cc(C(F)(F)F)n1)C(=O)Nc1ccc2c(c1)OCO2 (stereo not given),10%,-20%,2%,16%,3%,-1%,3%,-12%,9%[59 µM]

# A second format for part of the listing above.
CC1(C)CC(=O)C2=C(C1)NC(=O)CC2c1cc(F)ccc1F (stereo not given)
  GLS inhibitor: -1%; BAZ2B block: 1%; PGK inhibitor: -2%; HP1b binding inh: 34%; BLM inh: -1%; Pin1 inhibitor: 3%; JMJD2A Tudor: 19%; Pol iota inh: -11%; G9a block: 3%[12.7 µM]
O=C(CCS(=O)(=O)c1ccc2c(c1)NC(=O)CS2)NCCc1ccccc1
  GLS inhibitor: 1%; BAZ2B block: -14%[57.1 µM]; PGK inhibitor: 7%; HP1b binding inh: 35%; BLM inh: 1%; Pin1 inhibitor: 5%; JMJD2A Tudor: -1%; Pol iota inh: -2%; G9a block: 17%
Cc1c(C(=O)N2CCC(C)CC2)oc2ccc(S(=O)(=O)N3CCC4(CC3)OCCO4)cc12
  GLS inhibitor: 20%; BAZ2B block: -1%; PGK inhibitor: ·; HP1b binding inh: 10%; BLM inh: -1%; Pin1 inhibitor: -14%; JMJD2A Tudor: -20%; Pol iota inh: 30%[activator]; G9a block: ?

# Next results.
Compound,GLS inhibitor,BAZ2B block,PGK inhibitor,HP1b binding inh,BLM inh,Pin1 inhibitor,JMJD2A Tudor,Pol iota inh,G9a block
CCOC(=O)c1sc(Nc2nc3c(OC)cccc3s2)cc1C,18%,-5%,-1%,7%,-17%,16%,-33%,-7%,-50%
O=C(NCC1CCN(Cc2ccc(Cl)cc2)CC1)C1CCCN(c2ncnc3c2nc2n3CCCCC2)C1 (stereo not given),4%,?,2%,30%,-5%,-2%,6%,-24%,-7%
Cc1cc(C)nc(SCC(=O)Nc2sc3c(c2C#N)CCC(C)C3)n1 (stereo not given),-7%,·,-12%,73%[activator],·,-3%,-13%,-3%,·
NC(=O)c1ncn([C@@H]2O[C@H](CNCc3cccn3-c3ccncc3)[C@@H](O)[C@H]2O)n1,-1%,·,5%,20%,·,11%,-17%,-23%,·
Cc1csc(NC(=O)CCNC(=O)c2ccc([N+](=O)[O-])cc2)n1,-6%,-9%,-6%,4%,1%,-1%,-5%,39%[activator],18%[59 µM]
COc1cccc(NC(=S)NNC(=O)Cn2nc(C(F)F)cc2C(F)F)c1,28%,10%,-1%,25%,5%,11%,-7%,2%,?
COc1cc(C)c(S(=O)(=O)n2nnc3ccccc32)cc1C,-9%,?,-4%,6%,-1%,1%,?,-5%,?
COc1ccc(S(=O)(=O)N2CCN(c3ccc(F)cc3)CC2)cc1OC,4%,?,-5%,28%,0%,4%,2%,?,-1%
N=c1n(CCN2CCOCC2)c2ccccc2n1CC(O)COc1ccccc1 (stereo not given),7%,-1%,i,19%,6%,0%,-19%,25%,3%[59 µM]
O=C(C1CCCN(S(=O)(=O)c2ccc(Br)s2)C1)N1CCN(c2ccc(F)cc2)CC1 (stereo not given),12%,-21%,i,2%,-7%,14%,-28%,11%,?
CCOc1ccccc1N(CC(=O)Nc1cc(OC)ccc1OC)S(C)(=O)=O,-17%,-29%,i,17%,-3%,-5%,-17%,-4%,-42%[59 µM]
